Screens as filed in PubChem BioAssay.
Tau fibril FP: qHTS for Inhibitors of Tau Fibril Formation, Fluorescence Polarization; Microtubule-associated protein tau (Homo sapiens), P10636; K18 P301L tau heparin fibrillization, Alexa594 FP, 6 h; Potency, µM (doses to about 57.7 µM), for inactives: at the top dose activity, negative = inhibition, usual class: inhibitors; actives 0.39% (n = 280,000); AID 1468, 2008; note: nearly all actives have a fitted effect of over 55% in size
Target sequence (P10636 561-689 P618L limits assumed): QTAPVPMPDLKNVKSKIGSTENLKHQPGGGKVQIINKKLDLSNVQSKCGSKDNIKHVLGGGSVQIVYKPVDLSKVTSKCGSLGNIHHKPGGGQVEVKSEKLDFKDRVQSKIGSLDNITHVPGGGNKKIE
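Heparin (20 uM) drove fibril formation of recombinant tau K18 P301L, 15 uM unlabeled with 0.24 uM Alexa 594 label, for 6 hr at 37 C in 100 mM sodium acetate pH 7. Fluorescence polarization (555/632 nm) read 1 hr after 30 uM ThT.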
Tau ThT inhib: qHTS for Inhibitors of Tau Fibril Formation, Thioflavin T Binding. Microtubule-associated protein tau (Homo sapiens), P10636. recombinant tau K18 P301L, heparin-induced fibrillization, ThT fluorescence. Potency, µM (highest dose often 57.4 µM), without a hit: at the highest dose activity, negative = inhibition, hits mostly inhibitors. actives 2.1% (n = 270,000). AID 1460, 2008; note: nearly all actives have a fitted effect of over 55% in size
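Recombinant human tau K18 fragment […] carrying P301L, 15 uM unlabeled plus 0.24 uM Alexa 594-labeled, was fibrillized with 20 uM heparin in 100 mM sodium acetate pH 7 for 6 hr at 37 C; 30 uM ThT fluorescence read after 1 hr.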
Tau fluor cs: Counterscreen qHTS for Inhibitors of Tau Fibril Formation, Fluorescence Polarization. Potency, µM (series often up to 57.7 µM), without a hit: at the top dose activity change, negative = decrease. tau K18 P301L (four-repeat tau fragment) Alexa594 fluorescence, heparin fibrillization. actives 0.93% (n = 280,000); note: nearly all actives have a fitted effect of over 55% in size
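Human K18 P301L tau (15 uM unlabeled plus 0.24 uM Alexa 594-labeled, final) in 100 mM sodium acetate pH 7 was mixed with compound and 20 uM heparin and incubated 6 hr at 37 C.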
Starred values were filed as active, the others as inactive; ? = inconclusive. Calls come from the whole dose curve; as a rule, active = well fitted curve in the direction sought with a large enough effect; inconclusive = small, poorly fitted or top-dose-only effect, or another doubt; inactive = no such curve, though single readings can be large; an effect the other way counts as inactive or inconclusive. % is set by controls: 0 for no effect and ±100 for the full control effect; potency is the fitted concentration of half-maximal effect. An excerpt (hit frequency here may not be typical).

Each structure is followed by: Tau fibril FP	Tau ThT inhib	Tau fluor cs
Oc1c(C(c2ccccc2)N2CCN(Cc3ccccc3)CC2)sc2nc(-c3ccco3)nn12 (stereo not drawn)
 : -2%	-20%	-15%
COc1ccc(N2C(=O)CSC23C(=O)N(C)c2ccccc23)cc1Cl (stereo not drawn)
 : 0%	-6%	-13%
CCc1ccccc1NC(=O)c1nc(-c2ccncc2)no1
 : -3%	4%	2%
Cc1cc(C)cc(NC(=O)C2CCCN2S(=O)(=O)c2ccc3c(c2)C(C)(C)C(=O)N3C)c1 (stereo not drawn)
 : 1%	-2%	-9%
CCCN(C(=O)c1cn(C)c(=O)c2cc(OC)c(OC)cc12)c1ccc(CC)cc1
 : 0%	-11%	-5%
CCOc1ccccc1CNC(=O)c1ccc2nc(CCc3ccccc3)oc2c1
 : 0%	?	-15%
O=C1CC(=O)Nc2cc(S(=O)(=O)N3CCOc4ccc(Cl)cc43)ccc2N1
 : -2%	5%	-9%
CCOc1ccc(NC(=O)c2cc3c(=O)n(Cc4cccs4)ccc3nc2C)cc1
 : 8%	?	?
CCCCOc1ccc(C(=O)NCCS(=O)(=O)N2CCN(c3ccc(F)cc3)CC2)cc1
 : -3%	-2%	0%
O=C(Cc1ccccc1)N(Cc1cccnc1)c1nc2ccc(F)cc2s1
 : -6%	-1%	-20%
CC(C)(C)OC(=O)N1CCC(c2c(C(=O)NCc3ccccn3)cnn2-c2ccccc2Cl)CC1
 : 5%	-6%	-4%
CCOc1ccc(NC(=O)c2cccc3c(=O)c4c([nH]c23)CCCC4)cc1
 : -3%	1%	5%
CCOC(=O)c1c(C)[nH]c(C)c1S(=O)(=O)N1CCCC(C(=O)N2CCN(c3cccc(C)c3C)CC2)C1 (stereo not drawn)
 : 4%	-2%	-13%
CCOC(=O)c1ccc2c(c1)N(Cc1cccc([N+](=O)[O-])c1)C(=O)c1ccccc1S2
 : -1%	-1%	-26%
CC(C)Cc1nn2c(=O)cc(COC(=O)c3cccc(NC(=O)c4ccccc4)c3)nc2s1
 : -8%	-11%	-10%
COc1ccccc1NC(=O)CSc1nc(-c2ccc(C(C)(C)C)cc2)c(C#N)c(=O)[nH]1
 : -1%	?	-23%
COc1ccc(NC(=O)CCn2c(=O)c3cccn3c3ccccc32)c(OC)c1
 : 2%	-16%	-13%
Cc1ccc(-c2noc(-c3nnn(CC(=O)Nc4cc(Cl)ccc4C)c3N)n2)cc1
 : -3%	4%	-9%
CCOc1ccc(NC(=O)CN2CCN(CC(=O)Nc3ccc(N(CC)CC)cc3)CC2)cc1
 : 8%	-2%	-8%
Cc1cccc(N(C)S(=O)(=O)c2nnc(NC(=O)C(C)(C)C)s2)c1
 : 6%	?	-28%

4 compounds already listed, sorted by the number in Tau ThT inhib, high to low.
| SMILES | Tau ThT inhib |
| --- | --- |
| O=C1CC(=O)Nc2cc(S(=O)(=O)N3CCOc4ccc(Cl)cc43)ccc2N1 | 5% |
| CCc1ccccc1NC(=O)c1nc(-c2ccncc2)no1 | 4% |
| CCCCOc1ccc(C(=O)NCCS(=O)(=O)N2CCN(c3ccc(F)cc3)CC2)cc1 | -2% |
| CCCN(C(=O)c1cn(C)c(=O)c2cc(OC)c(OC)cc12)c1ccc(CC)cc1 | -11% |

(more compounds)
Each structure is followed by: Tau fibril FP	Tau ThT inhib	Tau fluor cs
CCCCN(CC)CCNC(=O)C1CCN(c2nnc(C)c3c(C)n(-c4ccc(C)cc4)nc23)CC1
 : 0%	4%	8%
CCOC(=O)c1cccc(NC(=O)NC(C)c2c(-n3cccc3)sc3c2CCN(C)C3)c1 (stereo not drawn)
 : ?	-8%	?
CCOc1ccc(CNS(=O)(=O)c2ccc3c(c2)CC(C)N3C(C)=O)cc1OC (stereo not drawn)
 : -2%	-1%	-2%
CCNC(=O)c1ccc2c(c1)nc1n2CCCCC1
 : 4%	-5%	-2%
NC(=O)CSc1nc2ccc(NC(=O)COc3ccccc3)cc2s1
 : -5%	-11%	-12%
CC(=O)Nc1cccc(NC(=O)c2cc3c(=O)n4cccc(C)c4nc3n2C)c1
 : -6%	-6%	-6%
COc1ccc(C)cc1NC(=O)CSc1nc(=O)n(Cc2ccccn2)c2c1CCC2
 : -6%	-3%	7%
COC(=O)c1ccc2c(c1)N(CC(=O)Nc1ccc(OC)c(Cl)c1)C(=O)c1ccccc1S2
 : ?	14%	-12%
CC(C)(C)C(=O)N1CCN(c2nc3c(F)cccc3s2)CC1
 : -10%	?	-7%
CCc1cccc(N2C(=O)CSC23C(=O)Nc2ccccc23)c1 (stereo not drawn)
 : 2%	1%	-2%
CCOCCCNC(=O)Cn1ncc2c([nH]c3ccccc32)c1=O
 : -10%	9%	-5%
CC(=O)c1ccc(NC(=O)COc2ccccc2-c2nc(-c3cccc(C)c3)no2)cc1
 : 9%	-9%	-6%
COc1ccccc1CNC(=O)c1ccccc1NC(=O)c1nsc2ccccc12
 : ?	4%	-20%
CCOC(=O)c1cnc(NCc2ccccc2OC)c2ccccc12
 : ?	-7%	?
Cc1ccc(NC(=O)CCCn2c(=O)c3cccn3c3cccnc32)c(C)c1
 : -2%	-10%	-4%
COc1ccc(-c2nc3sc(CCNC(=O)C(C)(C)C)c(C)n3n2)cc1
 : ?	?	-10%
COc1ccccc1N1CCN(S(=O)(=O)c2cc(C(=O)Nc3ccc(Oc4ccccc4)cc3)ccc2F)CC1
 : ?	2%	?
Cc1cccc(-n2c(=O)c3c4c(sc3n3c(C)nnc23)CCCC4)c1
 : 2%	3%	11%
Cc1ccc(C(=O)N2CCC(C(N)=O)CC2)cc1NC(=O)c1nsc2ccccc12
 : -8%	-11%	-7%
COc1ccccc1CCNC(=O)C(=O)NCC(c1cccs1)S(=O)(=O)c1cccs1 (stereo not drawn)
 : -7%	0%	-19%
Cc1cc(=O)n(Cc2ccc(Br)cc2F)c2c1c(C)nn2-c1ccccc1
 : -9%	8%	6%
CC1CN(S(=O)(=O)c2ccc3c(c2)NC(=O)CC(=O)N3)c2ccccc2O1 (stereo not drawn)
 : 4%	5%	5%
CC(=O)c1ccc(NC(=O)c2ccc(-c3nc(CSc4ccc(C)cc4)c(C)o3)cc2)cc1
 : ?	-13%	-9%
CCc1nnc(NC(=O)CSc2nccn2Cc2ccc(Cl)cc2)s1
 : 3%	-3%	-2%
CCOc1ccc(NC(=O)CCS(=O)(=O)c2cc3c4c(c2)CCN4C(=O)CC3)cc1
 : 3%	-15%	-10%
CCOc1ccc(CNC(=O)Cn2nc(C)c3nn(-c4ccc(Cl)cc4)c(C)c3c2=O)cc1
 : -3%	-3%	0%
CCOC(=O)c1c(S(=O)(=O)NCC(=O)Nc2cccc(SC)c2)c(C)n(C)c1C
 : -6%	-10%	?
CSc1ccc(CCNC(=O)c2cc(C)nc3c2c(C)nn3-c2cccc(F)c2)cc1
 : -11%	6%	-11%
CCOc1ccc(CNC(=O)CCn2c(=O)c3cccn3c3cccnc32)cc1
 : 7%	11%	5%
Cc1ccc(Cl)cc1NS(=O)(=O)c1ccc2c(c1)NC(=O)CCS2
 : -1%	4%	-8%
CCS(=O)(=O)NCCc1csc2nc(-c3ccc(C)cc3)nn12
 : -12%	-4%	-12%
CCCCOc1ccc(-c2nn(-c3ccccc3)cc2C2NC(=O)NC(C)=C2C(=O)OC)cc1 (stereo not drawn)
 : -1%	?	-21%
CCOc1ccc(NS(=O)(=O)c2cc3c(cc2Cl)NC(=O)CO3)cc1
 : 1%	-3%	-25%
CC(=O)Nc1ccc(S(=O)(=O)NCCc2csc3nc(-c4ccc(Cl)cc4)nn23)cc1
 : ?	2%	-21%
Cc1cc2c(cc1NS(=O)(=O)c1ccc(F)cc1)n(C)c(=O)c(=O)n2C
 : 2%	0%	2%
Cc1ccc2c(c1)N(C(=O)CCC(=O)NCc1ccccc1Cl)CC(C)O2 (stereo not drawn)
 : -5%	0%	2%
O=C(CN1CCN(Cc2cccc(Cl)c2)C1=O)NCc1ccc(F)cc1
 : -4%	1%	-8%
COc1cccc(CNC(=O)C(=O)Nc2c3c(nn2-c2ccccc2)CSC3)c1
 : 3%	-5%	3%
O=S(=O)(c1ccc2ccccc2c1)n1nc(-c2ccco2)nc1NCc1ccc(F)cc1
 : ?	-4%	?
Cc1ccc(-n2nc(C)c3c(C)cc(=O)n(CC(=O)NC(C)C)c32)cc1
 : -3%	8%	-2%

In another format: results already given
canonical_smiles | Tau fibril FP | Tau ThT inhib | Tau fluor cs
CCS(=O)(=O)NCCc1csc2nc(-c3ccc(C)cc3)nn12 | -12% | -4% | -12%
COc1cccc(CNC(=O)C(=O)Nc2c3c(nn2-c2ccccc2)CSC3)c1 | 3% | -5% | 3%

The list continues.
Each structure is followed by: Tau fibril FP	Tau ThT inhib	Tau fluor cs
Cn1c(=O)c2c(-c3ccccc3)n3c(c2n(C)c1=O)C(c1cccc([N+](=O)[O-])c1)Nc1ccccc1-3 (stereo not drawn)
 : ?	?	-5%
Cc1c(C(=O)Nc2ccc(F)cc2)sc2nc[nH]c(=O)c12
 : -1%	-7%	-5%
CCOc1ccc(C(CC(=O)Nc2cc(C)c(Cl)cc2OC)N2Cc3ccccc3C2=O)cc1OC (stereo not drawn)
 : 1%	-1%	-16%
O=c1[nH]c(SCc2ccc(Br)cc2)nc2c1CCCC2
 : -12%	4%	-6%
Cc1cccc(OCCSc2nc3ccc(NC(=O)COc4ccccc4C)cc3s2)c1
 : ?	?	-24%
Cc1ccc2c(c1)N(C(=O)N1CCC(C(=O)NC3CCCCCC3)CC1)CCO2
 : 6%	-10%	?
COc1ccc(-c2nn(CC(=O)NCc3ccccc3)c3c2cnc2ccc(F)cc23)cc1
 : -14%	-16%	-3%
Cc1ccccc1N1CC(c2nc3ccccc3n2CCC2CCCCC2)CC1=O (stereo not drawn)
 : 5%	7%	11%
Cc1ccc(NC(=O)CN2C=NS(=O)(=O)c3ccccc32)c(C)c1
 : 6%	11%	3%
Cn1cc(S(=O)(=O)c2cccc(Cl)c2)c(=O)c2cc(F)c(N3CCN(c4ccccc4)CC3)cc21
 : 1%	-5%	-4%
COc1ccc(C2C=C(c3ccccc3)Nc3nc(NC(=O)/C=C/c4ccccc4OC)nn32)cc1 (stereo not drawn)
 : 8%	-10%	-17%
COc1ccc(-n2cc(C(=O)NCCc3cc(OC)ccc3OC)c3ccccc3c2=O)cc1
 : 11%	?	1%
COc1ccc(-c2cnc(C)o2)cc1S(=O)(=O)Nc1cccc(C(F)(F)F)c1
 : -3%	6%	-24%
Cc1ccc(-c2nonc2NC(=O)c2ccc(F)cc2)cc1C
 : 2%	5%	6%
COc1ccc(OCc2ccc(-c3nc(C#N)c(NCc4cccnc4)o3)o2)cc1
 : ?	?	?
CCOc1ccc(-c2cccc(NS(=O)(=O)c3ccccc3C(F)(F)F)c2)nn1
 : 0%	-7%	-26%
Cc1c(Cl)cccc1NC(=O)Cn1c(=O)cc(C)c2c(C)nn(-c3cccc(F)c3)c21
 : -14%	0%	-5%
Cc1ccccc1CCNC(=O)c1ccc2c(c1)nc1n2CCCCC1
 : -3%	?	-2%
Cc1nn(C)c2c1c(-c1ccccc1)cc(=O)n2Cc1ccc(F)cc1Cl
 : -1%	-5%	-3%
COc1ccc(Cn2c(=O)n(Cc3ccco3)c(=O)c3oc4ccccc4c32)cc1
 : -1%	9%	0%
CC(=O)N1CCCc2cc(S(=O)(=O)N3CCC(C(=O)NC4CCCCC4)CC3)ccc21
 : -4%	4%	4%
COc1ccccc1CNC(=O)CC(c1ccc(F)cc1)N1Cc2ccccc2C1=O (stereo not drawn)
 : -4%	14%	5%
CCOc1ccc(NC(=O)C2CCN(S(=O)(=O)c3c(C)noc3/C=C/c3c(C)cc(C)cc3C)CC2)cc1
 : -15%	9%	-20%
COc1cccc(CNC(=O)c2ccc3nc(-c4ccccc4)c(-c4ccccc4)nc3c2)c1OC
 : -4%	-13%	-19%
COc1ccccc1CNC(=O)Cn1c(=O)ccc2cc(S(=O)(=O)N3CCCC3)ccc21
 : -3%	7%	-5%
CCOC(=O)c1scc(-c2ccccc2)c1S(=O)(=O)Nc1cc(Cl)c(OC)cc1OC
 : -14%	-6%	?
Cc1ccc(C)c(NC(=O)Cn2nnc(C(=O)NCc3ccco3)c2N)c1
 : -16%	-6%	-9%
CCOC(=O)c1[nH]c(C)c(CCC(=O)NCc2ccc(OCC)cc2)c1C
 : 2%	-5%	-2%

Some entries already given, limited to Tau ThT inhib.
SMILES | Tau ThT inhib
CC(=O)N1CCCc2cc(S(=O)(=O)N3CCC(C(=O)NC4CCCCC4)CC3)ccc21 | 4%
COc1ccccc1CNC(=O)CC(c1ccc(F)cc1)N1Cc2ccccc2C1=O (stereo not drawn) | 14%
CCOc1ccc(NC(=O)C2CCN(S(=O)(=O)c3c(C)noc3/C=C/c3c(C)cc(C)cc3C)CC2)cc1 | 9%
COc1cccc(CNC(=O)c2ccc3nc(-c4ccccc4)c(-c4ccccc4)nc3c2)c1OC | -13%
